Assay outcomes from PubChem BioAssay.
INS promoter inh = TRM-6 insulin promoter activity inhibition; TRM-6 cells (human fetal islet line), insulin promoter-eGFP reporter, imaging; reporter expression induced with tamoxifen; inhibition, % at 2 µM; actives 0.9% (n = 130,000);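 active = inhibition above the mean plus 3 SD, with well images judged a real hit on visual review, cut at about 60% in these data, passing the limit was not always enough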
SDO1 yeast rescue = sdo1-depleted yeast growth rescue; S. cerevisiae sdo1-depleted JHY4D growth rescue, OD600 30 h; active compounds read high; pdr5 snq2 efflux-pump mutant strain; z-score at 10 µM; actives 0.21% (n = 140,000); AID 817;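 active = z-score above 3 at both the 24 hr and the 30 hr optical density reads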;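 also: z-score against mean and SD of all compound wells on the same plate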
SDO1 yeast rescue Rescue 24 h = further read-out of SDO1 yeast rescue, marked with its call; z-score; S. cerevisiae sdo1-depleted JHY4D growth rescue, OD600; measured here: growth rescue at 24 h;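 0 is the plate mean of compound wells and units are plate SD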
* hit, by the source's call; / = no result given.

Compound	INS promoter inh	SDO1 yeast rescue	SDO1 yeast rescue Rescue 24 h
COC(C(=O)NC1CCCCCCC1)c1ccccc1 (stereo unspecified)	-36	1.1	0.56
COc1cc(C2C(C#N)=C(N)Oc3cc(C)n(CC4CCCO4)c(=O)c32)cc2c1OCO2 (stereo unspecified)	21	1.5	1.9
O=[N+]([O-])c1ccc(CN2CCOCCOCCN(Cc3ccc([N+](=O)[O-])cc3)CCOCC2)cc1	-100	-0.89	-0.41
O=C(N/N=C/c1cc([N+](=O)[O-])ccc1O)C12CC3CC(CC(C3)C1)C2	0	/	/
Nn1cnnc1N/N=C\c1ccc(-c2ccccc2[N+](=O)[O-])o1	-50	0.97	1.1
CC1=C(C(N)=O)C(c2ccccc2)n2nc(-c3cccs3)nc2N1 (stereo unspecified)	/	0.68	1.7
O=C(COc1ncnc2ccccc12)N1CCN(S(=O)(=O)c2ccccc2)CC1	-91	0.2	0.33
Cc1cc(C(=O)Nc2ccccn2)cs1	40	-0.02	-0.27
COCCn1c(=NC(=O)c2cc(-c3cccs3)nc3ccccc23)sc2cc(S(N)(=O)=O)ccc21	-32	9.4*	4.5*
O=C(CCCCCNC(=O)c1ccccc1Cl)N/N=C/c1ccco1	-33	/	/
Cc1cc(C)n2nc(S(=O)(=O)Nc3c(Cl)cccc3Cl)nc2n1	39	/	/
CC(C)N(Cc1ccccc1)C(=O)c1cnc2n(c1=O)CCS2	/	0.55	0.12
COc1cc(C=O)c(Cl)cc1OCC(N)=O	29	/	/
CC(=O)c1cc2c(cc1NC(=O)c1c(-c3ccccc3)noc1C)OCO2	20	-0.33	1.4
CCCCNS(=O)(=O)c1ccc2nc(SCC(=O)Nc3ccccc3)[nH]c2c1	15	1.5	1.8
Cc1cccc(Nc2nc(NCC3CCCO3)nc(N)c2[N+](=O)[O-])c1 (stereo unspecified)	/	-1.1	-0.77
O=C(Nc1ccc2nc(-c3cccnc3)[nH]c2c1)c1ccco1	/	0.69	0.79
c1coc(CNCc2cccs2)c1	47	0.67	1.1
c1ccc(N2CCN(c3ccccc3)C2c2ccncc2)cc1	14	-0.64	-0.07
Cc1occc1-c1nnc(SCC(=O)Nc2ccccn2)o1	40	/	/
CCC(Sc1nc(-c2cccc(OC)c2)c(C#N)c(=O)[nH]1)C(=O)Nc1nnc(C(C)C)s1 (stereo unspecified)	18	/	/
Cc1c(NC(=O)c2cccc(F)c2)c(=O)n(-c2ccccc2)n1C	-219	-0.04	0.14
O=C1CN(C(=O)COc2ccc(F)cc2Br)c2ccccc2N1	-45	/	/
Cn1nc(OC(=O)Nc2cccc(Cl)c2)cc1C(F)(F)F	-35	-1.1	-1.3
CC(=O)Nc1nnc(SCC(=O)N2CCN(Cc3ccccc3)CC2)s1	26	0.93	0.53

New compounds follow
Compound	INS promoter inh	SDO1 yeast rescue	SDO1 yeast rescue Rescue 24 h
CCCCNC(=O)CCSc1nc2nc(C)cc(C)n2n1	/	1	0.1
CCOc1cc(CNc2ccc(Br)cc2)cc(Br)c1OCC(=O)NC(C)(C)C	3	-0.26	-0.19
O=C(/C=C/c1ccco1)c1ccccc1O	-24	/	/
Cc1ccc2nc(Cl)c3cc(C(=O)N(CCN(C)C)Cc4ccco4)sc3c2c1	-46	/	/
O=C(CCn1c(=O)c2sccc2n(CC(=O)NCc2ccco2)c1=O)NCc1ccccc1	6	-0.24	-0.47
CN(C(=O)c1ccccn1)c1nnc(-c2cnccn2)s1	29	-0.32	-0.15
COc1cccc(C(=O)NC2CCSC2=O)c1 (stereo unspecified)	/	-0.66	-1.3
O=S(=O)(c1ccccc1)N1CCN=C1SCc1ccccc1	0	/	/
CCn1c(SCC(=O)NCC(=O)Nc2ccc(F)cc2)nnc1-c1cccs1	/	0.59	-0.16
Cc1ccc(NC(=O)COC(=O)/C(=C/c2cccs2)c2cccs2)cc1S(=O)(=O)N(C)C	-23	-0.88	0.17
COc1ccc(OC)c(NC2c3ncccc3C(=O)N2Cc2ccco2)c1 (stereo unspecified)	21	0.32	0.22
CCN(CC)CCNC(=O)NC1CCCCC1	-9	0.05	-0.21
O=C(N/N=C/c1cc2c(cc1Br)OCO2)c1cccnc1	-24	/	/
CCCCn1c(-c2ccc([N+](=O)[O-])cc2)n[nH]c1=S	7	0.27	-0.5
CC(=O)c1sc(NC(=O)C(C)(C)C)nc1C	-281	0.72	0.56
CCOC(=O)c1c(-c2cccs2)csc1NC(=O)c1ccncc1	/	0.34	1.8
COc1ccc(OC)c(/C=C/C(=O)c2ccc(Cl)cc2)c1	/	-1.6	-1.2
CCCNC(=O)c1c(NC(=O)C2COc3ccccc3O2)sc2c1CCCC2 (stereo unspecified)	-52	-1.5	-0.81
COc1ccccc1Nc1nc(-c2sc(NC(=O)c3ccco3)nc2C)cs1	9	-0.74	-0.95
Clc1ccc(/C=C\c2nccc3c2[nH]c2ccccc23)cc1	-41	/	/
CC(Oc1ccc(Cl)cc1)C(=O)Nc1nccs1 (stereo unspecified)	/	-1.3	-0.95
Cc1ccc(S(=O)(=O)NN2Cc3ccccc3C2=N)cc1	-20	/	/
Cc1ccnc(Sc2nc3c(c(=O)[nH]c(=O)n3C)n2CCCc2ccccc2)n1	/	-0.06	-0.24
CN(C)S(=O)(=O)Oc1cccc(C(=O)Nc2cccc(Cl)c2)c1	-23	-3	-2.3
COC(=O)c1ccc(N=NN2CCCCCC2)cc1	/	1.6	2

More compounds.
Compound	INS promoter inh	SDO1 yeast rescue	SDO1 yeast rescue Rescue 24 h
O=C(/C=C/c1ccc(Cl)cc1)Nc1ccc(CN2CCOCC2)cc1	/	-0.99	-0.55
S=c1[nH]nc(C2CCCCC2)o1	64	/	/
Cc1cccn2c1nc(=S)n2C(=O)c1ccco1	-57	0.44	-0.49
COc1ccc(S(=O)(=O)Nc2ccc(N3CCOCC3)cc2)cc1[N+](=O)[O-]	44	/	/
CC(C)(C)c1ccc(S(=O)(=O)N2C=CC(C(F)(F)F)=NCC2)cc1	-36	0.1	-0.67
O=C(Nc1cccnc1)Nc1ccc2c(c1)OCO2	-31	0.07	0.29
O=C(CCCCCN1C(=O)c2ccccc2C1=O)Oc1ccc2c3c(c(=O)oc2c1)CCC3	-6	-0.21	0.7
Cc1oc(C(=O)Nc2ccc(O)cc2)cc1COc1ccccc1	-8	-0.26	0.66
CC(C)(C)c1ccc(C(=O)NNC(=O)c2ccccc2Br)cc1	-47	0.17	0.29
COc1ccc(S(=O)(=O)NC(CCSC)C(=O)NC2CCCCC2)cc1 (stereo unspecified)	-36	/	/
O=C(c1cc([N+](=O)[O-])cc([N+](=O)[O-])c1)N(Cc1nnc(-c2ccccc2Cl)o1)C1CC1	45	/	/
O=C(N/N=C/c1ccccc1C(=O)O)c1ccccc1Br	-7	/	/
c1ccc(-c2c3ccccc3nc3[nH]c4ccccc4c23)cc1	15	-1.1	-0.62
O=C(Oc1ccc(Cl)c2cccnc12)N1CCCCCC1	-200	-0.79	-1.3
O=c1nc(N(c2ccccc2)c2ccccc2)[nH]c(=O)[nH]1	/	-0.22	-0.42
Cc1ccc(C(=O)N2CCN(c3ccc(C(F)(F)F)cn3)CC2)c(C)c1	0	-0.39	0.8
O=S(=O)(NCCc1ccncc1)c1ccccc1	47	0.55	0.22
O=C(Cc1n[nH]c(=O)c2ccccc12)NCc1ccccn1	40	0.48	0.06
CCOC(=O)c1oc2ccccc2c1CSc1nnnn1-c1ccccc1	4	-0.94	0.13
C=CCn1c(SCc2c(C)noc2C)nc2sc3c(c2c1=O)CCCCC3	-3	0.5	0.53
Nc1csnc1C(=O)O	/	2	1.1
Cc1ccc(OCCCC(=O)Nc2ccc3c(c2)OCO3)cc1	/	0.15	-0.26
COc1ccc(/C=C/c2ccncc2)c2ccccc12	-16	-1.6	-0.39
CC(=O)Nc1nc(-c2ccc([N+](=O)[O-])cc2)cs1	8	/	/
CS(=O)(=O)N(CC(=O)Nc1c(F)cccc1F)c1ccc(C23CC4CC(CC(C4)C2)C3)cc1	/	0.52	1.5

Other compounds:
Compound	INS promoter inh	SDO1 yeast rescue	SDO1 yeast rescue Rescue 24 h
CCOC(=O)c1ccccc1Nc1cn(C(C)=O)c2ccccc12	24	-0.71	-0.89
Cc1nn(Cc2ccccc2Cl)c(C)c1C(=O)Nc1nnc(C2CC2)s1	0	-0.72	-0.4
COc1ccc(CC(=O)N[C@@H](CCSC)c2nc3ccccc3[nH]2)cc1	18	/	/
CC1(C)CC(c2nc(-c3ccc([N+](=O)[O-])cc3)cs2)CCO1 (stereo unspecified)	-21	/	/
Cc1cccc(NC(=S)N2CCN(Cc3ccc4c(c3)OCO4)CC2)c1C	17	-1.4	-1.1
CCOC(=O)N1CCN(CC(O)c2ccc3c(c2)CCN3)CC1 (stereo unspecified)	/	0.79	0.91
Cc1ccc2nc(Cl)c(/C=N/NC(=O)c3ccccc3O)cc2c1	18	-0.63	-1.7
Cc1ccc(NC(=O)C(NC2CCCc3ccccc32)c2ccccc2)cc1Cl (stereo unspecified)	-7	-1	-0.21
Cc1ccc(C(=O)Nc2nnc(C)s2)cc1	-4	/	/
CCOP(=O)(OCC)C(NC(=O)Nc1ccc(Cl)cc1)c1ccccc1 (stereo unspecified)	/	1	1.1
CCc1cc(C(=O)Nc2ccc(C)cc2Br)cs1	31	-0.68	-1.1
CN(Cc1ccon1)C(=O)CCc1nnc(Cc2ccc(-c3ccccc3)cc2)o1	-179	/	/
CN(C)S(=O)(=O)N1CCC(Cc2ccccc2)CC1	23	-0.71	-0.95
Cc1c(C(=O)NCc2ccc3c(c2)OCO3)oc2ccc(S(=O)(=O)N3CCCCC3)cc12	0	0.1	0.38
O=[N+]([O-])c1ccc(N2CCCCC2)c(-c2nn[nH]n2)c1	17	/	/
C/C(=N\NC(=S)Nc1cc(S(=O)(=O)N2CCOCC2)ccc1Cl)c1ccccc1F	-29	0.43	1.4
COc1ccc(/C=N/Nc2ccc(C(=O)O)cc2)cc1Br	-43	/	/
CCCCNC(=S)N(C)/N=C/c1ccc(OCC(=O)Nc2ccc(OC)cc2)c(OC)c1	27	-0.09	-0.33
CC(=O)c1c(C)[nH]c(C(=O)N2CCN(c3ccc(F)cc3)CC2)c1C	-43	1.6	3.3
O=C(Nc1ccc2c3c(cccc13)CC2)c1ccco1	/	0.22	0.24
Cc1ccc2c(COC(=O)C34CC5CC(CC(C5)C3)C4)cc(=O)oc2c1	13	-0.07	0.46
Cc1ccccc1-n1nc(C(=O)c2cccs2)cc(-c2nc3ccccc3[nH]2)c1=N	17	-0.42	0.63
COc1ccc(O)c(CNn2c(-c3ccc(Br)cc3)nc3ccccc3c2=O)c1	14	/	/
CCn1nnnc1SCC(=O)N1CCc2ccccc21	-69	0.09	-1.2
CCc1nc2ccccc2n1Cc1ccccc1OC	-36	-0.76	-0.35

Taken from the listing (six entries):
Compound	INS promoter inh	SDO1 yeast rescue	SDO1 yeast rescue Rescue 24 h
O=C(Nc1ccc2c3c(cccc13)CC2)c1ccco1	/	0.22	0.24
Cc1ccc2c(COC(=O)C34CC5CC(CC(C5)C3)C4)cc(=O)oc2c1	13	-0.07	0.46
Cc1ccccc1-n1nc(C(=O)c2cccs2)cc(-c2nc3ccccc3[nH]2)c1=N	17	-0.42	0.63
COc1ccc(O)c(CNn2c(-c3ccc(Br)cc3)nc3ccccc3c2=O)c1	14	/	/
CCn1nnnc1SCC(=O)N1CCc2ccccc21	-69	0.09	-1.2
CCc1nc2ccccc2n1Cc1ccccc1OC	-36	-0.76	-0.35

Back to the main list; the two compounds before the break are reprinted first.
Compound	INS promoter inh	SDO1 yeast rescue	SDO1 yeast rescue Rescue 24 h
CCn1nnnc1SCC(=O)N1CCc2ccccc21	-69	0.09	-1.2
CCc1nc2ccccc2n1Cc1ccccc1OC	-36	-0.76	-0.35
COc1ccc(N2CCN(C(=O)CN(c3ccccc3)S(C)(=O)=O)CC2)cc1	42	0.33	0.05
O=C(COC(=O)CCSc1ccccc1)Nc1ccc(F)cc1Cl	-24	0.1	0.16
COc1cccc(NC(=O)C2CCC(CNS(=O)(=O)c3cccs3)CC2)c1 (stereo unspecified)	25	/	/
Fc1cccc2sc(N3CCOCC3)nc12	-18	0.95	1.4
CC(C)OCC1Cn2c(nc3c2c(=O)n(C)c(=O)n3C)O1 (stereo unspecified)	32	/	/
CCOC(=O)C1=C(C)N=c2s/c(=C/c3ccccc3)c(=O)n2C1c1ccc(OC)c(OC)c1 (stereo unspecified)	-16	-0.37	0.19
COc1ccc(NC(=O)Cc2c(C)n(C(=O)c3ccc(Cl)cc3)c3ccc(OC)cc23)cc1	/	-1.7	-1
